14-3-3g Raf: alters human 14-3-3 gamma binding to Raf peptide | FP, 14-3-3gamma / TMR-pS259-Raf peptide binding | actives 0.19% (n = 160,000) | AID 422 | inhibition, % at 40 µM | P61981; in the data active = inhibition above about 30%;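 also: 0% = protein plus tracer without compound and 100% = blank with tracer alone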
Target sequence (P61981 whole entry, looked up): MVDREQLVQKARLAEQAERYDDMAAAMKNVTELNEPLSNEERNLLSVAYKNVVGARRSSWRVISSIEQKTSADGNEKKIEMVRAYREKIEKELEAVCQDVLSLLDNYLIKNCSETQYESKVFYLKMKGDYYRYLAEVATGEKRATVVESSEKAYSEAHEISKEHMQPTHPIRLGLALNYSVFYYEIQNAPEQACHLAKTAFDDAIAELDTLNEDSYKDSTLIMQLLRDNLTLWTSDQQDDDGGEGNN
* hit, by the source's call; & = joins results of further samples. Not all compounds are listed (hit frequency here may not be typical).

SMILES	14-3-3g Raf
CC(C)(C)n1nnnc1C(c1cc2cc3c(cc2[nH]c1=O)OCCO3)N1CCSCC1 (centres undefined)	-8.3
Cc1ccc2nc(-c3ccc(NC(=O)COc4cccc(Br)c4)cc3)sc2c1	-13.6
COC(=O)Nc1cc(C)nc2ccccc12	-4.6
NC(N)=NS(=O)(=O)c1ccc(N=Cc2cc(Br)cc([N+](=O)[O-])c2O)cc1	-1.1
CCN1CCN(S(=O)(=O)c2ccc3oc(C(=O)O)c(C)c3c2)CC1	1.9
CCc1ccc(C2C(C(=O)OC)=C(C)NC3=C2C(=O)CCC3)s1 (centres undefined)	-15.2
COc1cc(OC)cc(C(=O)Nc2c3c(nn2-c2ccccc2C)CSC3)c1	-4.8
O=C(NCc1cccnc1)NC1(c2ccccc2)CC1	0.2&1.0
O=C(NCc1ccccc1Cl)c1ccc(Cl)c([N+](=O)[O-])c1	-8.6
CCOc1ccc(-n2c(SCC(=O)Nc3ccccc3F)nc3c(c2=O)SCC3)cc1	-0.7
CCOC(=O)C1=C(C)NC2=C(C(=O)C(C(=O)OC)C(C)C2)C1c1cccc(F)c1 (centres undefined)	-3.1
Cc1cc(Br)ccc1NC(=O)C1CCN(S(=O)(=O)c2cccc3nonc23)CC1	-104.9
CSc1ccc(S(=O)(=O)N(CC(=O)Nc2c(C)n(C)n(-c3ccccc3)c2=O)c2ccc(C)cc2)cc1	-2.3
CCOC(=O)c1c(C)oc2ccc(OCc3c(OC)ccc4cc(Br)ccc34)cc12	5.6
COc1ccc2c(c1)sc1nc(-c3cc4c(ccc5ccccc54)oc3=O)cn12	-12.8
Cc1cccc(OCCCC(=O)Nc2nnc(C)s2)c1	-8.7
Cc1nc2c3ccccc3nc(SCc3ccc(F)cc3)n2n1	6.0
COc1ccc(CCNC(=O)c2cc(=O)n(Cc3ccc(Cl)cc3)c3ccccc23)cc1OC	-3.9
CCOC(=O)Cc1csc(NC(=O)CCc2ccccc2)n1	-11.2
O=C(Nc1c(-c2cccs2)nc2ccccn12)C(c1ccccc1)c1ccccc1	-9.0
Cc1cc(N(CN2CCCC2=O)C(=O)c2ccccc2)no1	3.6
CCN(CC)C(=O)C1CCCN(c2ccc(N3C(=O)C4CC=CCC4C3=O)cc2[N+](=O)[O-])C1 (centres undefined)	5.6
O=c1cc(CSc2ccccn2)c2ccccc2[nH]1	-10.0
CCC(C)n1c(SCC(=O)Nc2cccc(OC)c2)nc2ccsc2c1=O (centres undefined)	2.3
CC1CCCN(CCC(=O)c2ccc(Br)cc2)C1 (centres undefined)	-6.3
CCOC(=O)c1ccccc1NC(=O)c1sc2ncnc(N3CCN(c4ccccc4F)CC3)c2c1C	-6.3
O=C(Nc1ccc(Cl)c(Cl)c1)N(Cc1cccnc1)Cc1ccco1	-7.5
COc1ccc(NC(=O)C2CCCN(S(=O)(=O)c3cccc4cccnc34)C2)c(OC)c1 (centres undefined)	0.5
Cn1c(=O)[nH]c(=O)c2c1nc(NCCCO)n2Cc1ccccc1	-12.2
Cn1c(SCc2cccc(C(F)(F)F)c2)nnc1-c1ccco1	-1.8
COc1ccc(C(c2nnnn2Cc2ccc(F)cc2)N2CCN(c3ccc(OC)cc3)CC2)cc1 (centres undefined)	-2.9
O=C(CSc1nc2ccccc2[nH]1)Nc1nnc(-c2ccccc2)s1	-28.3
COc1ccc(-c2cc(C(F)(F)F)nc(-n3ccnc3)n2)cc1	-11.0
COc1ccc2cc(CCNC(=O)C3CC3)c(=O)[nH]c2c1	-2.1
CC(C)c1ccc(OCc2nc(-c3cccnc3)no2)c(Br)c1	-8.1
Cc1sc2ncn(CC(=O)NCCN3CCOCC3)c(=O)c2c1S(=O)(=O)N1CC(C)CC(C)C1 (centres undefined)	-21.9
O=C(CSCCc1ccccn1)Nc1cccnc1	-0.5
Cc1ccc(CSc2ncccc2C(=O)O)cc1	-6.1
CC1(C)Oc2ccc(C(=O)NC3CCCC3)cc2N(CC(=O)N2CCOCC2)C1=O	0.7
O=C1NCC(=Nc2ccccc2)C(=O)N1	-3.3
CC1=CC(C)(C)NC(=S)N1c1ccccc1O	-4.8
CCC1CCCCN1C(=O)CSc1nnc(-c2c[nH]c3ccccc23)o1 (centres undefined)	-2.0
COCCn1cc(C(=O)Nc2ccccc2OC)c2c3ccccc3n(C)c2c1=O	-1.7
O=C(OCC(=O)N1CCN(C(=O)c2ccco2)CC1)c1ccc(S(=O)(=O)N2CCCCC2)cc1	-0.3
COC(=O)c1ccc(CS(=O)(=O)c2ccccc2)o1	-72.3
Cc1ccc(C)c(Oc2coc3cc(OC(=O)c4cccnc4)ccc3c2=O)c1	-32.7
CCOc1cc(C)c(Cl)cc1S(=O)(=O)NCc1ccco1	-3.1
O=C(Nc1ccccc1N1CCCC1)c1ccc2c(c1)OCO2	-12.8
CCOC(=O)C1=C(SCC(=O)Nc2ccccc2)NC(=O)C(C#N)C12CCCCC2 (centres undefined)	-2.0&-2.8
O=C(Oc1ccc(-c2nnco2)cc1)N1CCCCC1	-7.5
C#CC(C)(C)OC(=O)CCC(=O)Nc1nccs1	-6.0
COc1cccc(-n2ccnc2SCC(=O)N2CCc3ccccc32)c1	4.1&-5.0
COc1ccc(C2/C(=C(/O)c3ccccc3)C(=O)C(=O)N2CO)cc1 (centres undefined)	1.5
O=C1c2ccccc2C(=O)N1c1n[nH]c(=S)s1	3.4
O=C(C1CCCN(S(=O)(=O)c2cccs2)C1)N1CCc2ccccc21 (centres undefined)	-38.9
O=C(c1ccc2c(=O)n(CC3CCCO3)c(=S)[nH]c2c1)N1CCN(C(=O)c2ccco2)CC1 (centres undefined)	-6.2
CCOc1ccc(-c2nc(CSCC(=O)NCc3ccco3)c(C)o2)cc1	-8.7
CCOC(=O)Cc1csc(NC(=O)C2C3C=CC(C3)C2C(=O)O)n1 (centres undefined)	-3.2
CC1=CC(=O)N(c2cccnc2)C1=O	0.2
CCOC(=O)c1[nH]c2ccccc2c1NC(=O)c1ccc(C)c([N+](=O)[O-])c1	1.2

Next part.
SMILES	14-3-3g Raf
CC(C(=O)NCc1ccc(Cl)cc1)C1Sc2ccccc2N(Cc2ccccc2F)C1=O (centres undefined)	-3.6
CCOCCCNC(=O)CCCOc1ccccc1	4.8
O=C(NCCc1ccccc1)c1ccc(CSCc2ccc(Cl)cc2)o1	-13.0
Cc1ccc(C2CC(C(F)(F)F)n3nc(C(=O)NCCN4CCOCC4)cc3N2)cc1 (centres undefined)	-1.2
CCN(CC)c1ccc(NC(=O)CN2CCN(CC(=O)Nc3ccccc3F)CC2)cc1	-10.7
CCCCOC(=O)C(NS(=O)(=O)c1ccc(C)cc1)C(C)C (centres undefined)	2.6
Cc1nc2nc(SCC(=O)NC(C)c3ccccc3)nn2c(C)c1Cc1ccccc1Cl (centres undefined)	-25.2
O=C(Nc1ccc2c(c1)OCO2)c1ccncc1	-0.9&-17.1
CC(C)(C)NC(=O)C1CCCN(S(=O)(=O)c2cccc3cccnc23)C1 (centres undefined)	-3.8
COC(=O)[C@@H](N)Cc1ccc(O)cc1	4.9
CC1(C)CC(=O)C2=C(C1)OC1=C(C(=O)CC(C)(C)C1)C2c1ccc(O)cc1O	-3.0
Cc1ccc(CN(c2ccc(C(=O)N3CCCC3)cc2)S(C)(=O)=O)cc1	-9.4
COc1cc(NC2=CC(=O)CC(c3ccc(C)cc3)C2)cc(OC)c1 (centres undefined)	-4.2
O=C(NCCC1=CCCCC1)c1ccc2c(c1)C(=O)N(c1ccccn1)C2=O	2.5
O=C1CC2CS(=O)(=O)CC2N1c1ccc(Cl)cc1Cl (centres undefined)	-4.7
COC(=O)C1C(=O)c2c(n[nH]c2C)CC1(C)C (centres undefined)	-8.0
Cn1c(=O)c2ncn(CC(=O)Nc3ccc4oc(-c5cccc6ccccc56)nc4c3)c2n(C)c1=O	0.2
O=C1CC(N2CCN(C34CC5CC(CC(C5)C3)C4)CC2)C(=O)N1c1cccc(Cl)c1 (centres undefined)	-2.8
Cc1ccc2nc(SCC(=O)Nc3cccc([N+](=O)[O-])c3)[nH]c2c1	4.5
Clc1ccc2nc(Cl)cc(-c3ccccc3)c2c1	2.3

Ordered by heavy-atom count (smallest number first): some entries from above
SMILES	14-3-3g Raf
CC1=CC(=O)N(c2cccnc2)C1=O	0.2
COC(=O)C1C(=O)c2c(n[nH]c2C)CC1(C)C (centres undefined)	-8.0
Clc1ccc2nc(Cl)cc(-c3ccccc3)c2c1	2.3
CCOCCCNC(=O)CCCOc1ccccc1	4.8
CCCCOC(=O)C(NS(=O)(=O)c1ccc(C)cc1)C(C)C (centres undefined)	2.6
Cc1ccc2nc(SCC(=O)Nc3cccc([N+](=O)[O-])c3)[nH]c2c1	4.5
COc1cc(NC2=CC(=O)CC(c3ccc(C)cc3)C2)cc(OC)c1 (centres undefined)	-4.2
Cc1ccc(CN(c2ccc(C(=O)N3CCCC3)cc2)S(C)(=O)=O)cc1	-9.4
CCOC(=O)c1[nH]c2ccccc2c1NC(=O)c1ccc(C)c([N+](=O)[O-])c1	1.2
CC1(C)CC(=O)C2=C(C1)OC1=C(C(=O)CC(C)(C)C1)C2c1ccc(O)cc1O	-3.0
O=C1CC(N2CCN(C34CC5CC(CC(C5)C3)C4)CC2)C(=O)N1c1cccc(Cl)c1 (centres undefined)	-2.8
Cc1ccc(C2CC(C(F)(F)F)n3nc(C(=O)NCCN4CCOCC4)cc3N2)cc1 (centres undefined)	-1.2
Cc1nc2nc(SCC(=O)NC(C)c3ccccc3)nn2c(C)c1Cc1ccccc1Cl (centres undefined)	-25.2
Cn1c(=O)c2ncn(CC(=O)Nc3ccc4oc(-c5cccc6ccccc56)nc4c3)c2n(C)c1=O	0.2

Going on with the list.
SMILES	14-3-3g Raf
COc1ccc(NC(=O)CSc2nnc(-c3ccoc3C)n2CCc2ccccc2)cc1	-2.5
CCOC(=O)N1CCC(NC(=O)C2CCCN(Cc3nc(-c4cccc(Cl)c4)oc3C)C2)CC1 (centres undefined)	10.0
Cc1cc(NC(=O)Nc2cccc3ccccc23)no1	3.1
CC1=C(C(=O)Nc2ccccc2C(F)(F)F)C(c2ccccn2)C2=C(CCCC2=O)N1 (centres undefined)	-1.6
COc1ccc(S(=O)(=O)N2CCN(S(=O)(=O)c3ccc4c(c3)OCCO4)CC2)cc1C	-2.0
COc1cc(C(=O)Nc2nccs2)c(Br)c(OC)c1OC	8.9
Cc1cc2cc(CCNC(=O)CC(C)(C)C)c(=O)[nH]c2cc1C	-3.7
O=C1c2nccnc2C(=O)N1c1cccc2ccccc12	-10.5
COc1cc(OC)c(C2C(C#N)=C(N)OC3=C2C(=O)CC(C)C3)cc1OC (centres undefined)	-1.1
CCN(CC)c1ncnc2sc(C(=O)Nc3ccccc3C(=O)OC)c(C)c12	-0.7
O=C(NC12CCC(O)C(SC1)/C2=N/O)c1ccccc1 (centres undefined)	-11.7
Clc1ccc(-c2nc3cnccn3c2Nc2ccc3c(c2)OCCO3)s1	-13.0
Cc1cccc(Cn2c(CN(Cc3ccccc3)Cc3ccccc3)nc3c2c(=O)n(C)c(=O)n3C)c1	0.7
COc1ccc(S(=O)(=O)N(CC(=O)NC2CC3CCC2C3)c2ccc(Cl)cc2)cc1 (centres undefined)	-5.5
Nc1nonc1-c1nc2ccccc2n1Cc1cccc(F)c1	-66.0
CCOC(=O)C1=C(CC)NC2=C(C(=O)CC(C)(C)C2)C1c1ccc(OC)cc1OC (centres undefined)	1.7
CCOc1cc2c(cc1OCC)C1C(C(=O)N3CCN(c4cc(C)ccc4C)CC3)c3ccccc3C(=O)N1CC2 (centres undefined)	6.1
Cc1cc(N2CCN(c3nc4ccccc4s3)CC2)n2ncnc2n1	-1.7
COc1ccc(NC(=O)C2CC(c3ccc(OC)c(OC)c3)=NO2)cc1OC (centres undefined)	-10.1
Cc1cccc2cc(CN(Cc3cccnc3)C(=O)c3ccncc3)c(=O)[nH]c12	-9.4

Entries from the list above with a cyano group:
SMILES	14-3-3g Raf
CCOC(=O)C1=C(SCC(=O)Nc2ccccc2)NC(=O)C(C#N)C12CCCCC2 (centres undefined)	-2.0&-2.8
COc1cc(OC)c(C2C(C#N)=C(N)OC3=C2C(=O)CC(C)C3)cc1OC (centres undefined)	-1.1

Next part:
SMILES	14-3-3g Raf
N#CCSc1nc2ccccc2c(=O)n1C1CCCCC1	-8.3
CCC(C)(C(=O)NC1CCCCC1)N(C(=O)c1ccc2c(c1)OCO2)c1ccccc1 (centres undefined)	-7.7
O=C(CN1CCN(c2nc(-c3ccc(Cl)cc3)cs2)CC1)NCc1ccco1	-23.4
CCOC(=O)C1CCN(C(=O)c2cccc3c2C(=O)N(c2ccc(OC)cc2)C3)CC1	-11.5
O=C1C2C3C=CC(CC3)C2C(=O)N1c1ccc(Br)cc1[N+](=O)[O-] (centres undefined)	-7.1
CC1(C)Cc2cccc(OCC(=O)N3CCN(S(=O)(=O)c4ccccc4F)CC3)c2O1	-4.1
O=C1c2cccc3cccc(c23)C(=O)N1c1ccccn1	3.1
CCOc1ccc(C(c2ccc(OCC)cc2)C(Cl)(Cl)Cl)cc1	-0.4
CC1CCN(CCc2nc3cc(NC(=O)Nc4ccccc4)ccc3n2C)CC1	-6.4
O=[N+]([O-])c1ccc(C2Nc3ccccc3C(c3ccccc3)(c3ccccc3)O2)s1 (centres undefined)	-3.2
COc1cc2ccccc2cc1C(=O)NCCOC12CC3CC(CC(C3)C1)C2	-1.6
Cc1ccc(C(=O)Nc2ccccn2)cc1S(=O)(=O)N1CCOCC1	1.3
COCCCNC(=O)c1cc(Nc2ccccc2OC)nc2ccccc12	-6.6
CCN(CC)CCCN1C(=O)C(O)=C(C(=O)c2ccco2)C1c1cc(OC)ccc1OC (centres undefined)	0.8
CCOC(=O)CSc1nc2ccc(N3CCOCC3)cc2c(=O)n1CCc1ccccc1	-5.5
O=C(NCc1ccc(Cl)cc1)C1CCCN(S(=O)(=O)c2cccc3nsnc23)C1 (centres undefined)	-9.9
CCN(CC)S(=O)(=O)c1ccc(C(=O)Nc2nnc(-c3ccc(C)cc3)s2)cc1	5.1
CC(C)CCNC(=O)c1c(O)c2c([nH]c1=O)CCCC2	-0.4
CC(=O)c1c(C(C)=O)c(C)n(NC(=O)c2cccnc2)c1C	0.6
CSc1nnc2c(n1)OC(C=Cc1ccccc1)Nc1ccccc1-2 (centres undefined)	-22.0
O=C(CSc1nnnn1-c1ccccc1)Nc1cccc(F)c1	-0.5
